Source: PubChem BioAssay
DUSP3 inh = DUSP3 (human) phosphatase inhibition | P51452 | recombinant VHR phosphatase, pNPP absorbance | inhibition, % at 13.3 µM | 290,000 compounds, 0.52% hits | AID 1654; in the data active = inhibition above about 50%; note: some compounds called inactive have numbers as strong as hits
Target sequence (P51452 whole entry, looked up): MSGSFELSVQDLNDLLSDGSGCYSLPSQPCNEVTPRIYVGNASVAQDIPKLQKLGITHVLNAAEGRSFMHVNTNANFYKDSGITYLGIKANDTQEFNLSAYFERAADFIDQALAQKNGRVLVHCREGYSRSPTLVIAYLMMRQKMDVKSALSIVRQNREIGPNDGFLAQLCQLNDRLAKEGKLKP
FadD28 binding = M. tuberculosis FadD28 bisubstrate binding inhibition; FadD28 bisubstrate probe binding, fluorescence polarization; inhibition, % at 12.5 µM; 360,000 compounds, 0.22% hits; in the data active = inhibition above about 8.5%, passing the limit was not always enough; inconclusive = no clear call, values can overlap the other calls
CCHF vOTU inh = CCHFV vOTU protease inhibition; 370,000 compounds, 0.55% hits; AID 651958; inhibition, % at 11.5 µM; Pep-AMC fluorescence; note: 0% = vehicle wells with enzyme and 100% = no enzyme wells
Rv3671c inh = Rv3671c (M. tuberculosis) protease inhibition; 320,000 compounds, 0.048% hits; inhibition, % at 5.96 µM; in the data active = inhibition above about 38%;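 note: extracellular domain of Rv3671c used as enzyme; 0% = enzyme with DMSO and 100% = no enzyme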
GDH-TPI counter = inhibits GDH-TPI coupling enzymes, artifact for Mtb FBA screen; GDH-TPI coupled enzyme counterscreen, NADH absorbance; inhibition, % at 4.8 µM; 360,000 compounds, 1.2% hits; AID 588335;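 note: 0% = DMSO wells and 100% = wells lacking the enzyme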
MazF activator = increases E. coli MazEF RNase cleavage of RNA | P0AE70 | FAM/BHQ RNA-DNA oligo cleavage fluorescence, 5 h | activation, % at 20 µM | 350,000 compounds, 0.32% hits; in the data active = activation above about 50%
Target sequence (P0AE70 whole entry, looked up): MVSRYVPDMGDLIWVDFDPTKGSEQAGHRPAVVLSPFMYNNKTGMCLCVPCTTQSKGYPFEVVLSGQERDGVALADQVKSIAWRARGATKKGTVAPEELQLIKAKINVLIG
Mtb UGM inh = Mtb UDP-galactopyranose mutase inhibition; purified UGM, fluorescence polarization probe displacement; inhibition, % at 10 µM; 320,000 compounds, 0.06% hits; in the data active = inhibition above about 10%, passing the limit was not always enough; inconclusive = no clear call, values can overlap the other calls
Target sequence (P9WIQ1 whole entry, looked up): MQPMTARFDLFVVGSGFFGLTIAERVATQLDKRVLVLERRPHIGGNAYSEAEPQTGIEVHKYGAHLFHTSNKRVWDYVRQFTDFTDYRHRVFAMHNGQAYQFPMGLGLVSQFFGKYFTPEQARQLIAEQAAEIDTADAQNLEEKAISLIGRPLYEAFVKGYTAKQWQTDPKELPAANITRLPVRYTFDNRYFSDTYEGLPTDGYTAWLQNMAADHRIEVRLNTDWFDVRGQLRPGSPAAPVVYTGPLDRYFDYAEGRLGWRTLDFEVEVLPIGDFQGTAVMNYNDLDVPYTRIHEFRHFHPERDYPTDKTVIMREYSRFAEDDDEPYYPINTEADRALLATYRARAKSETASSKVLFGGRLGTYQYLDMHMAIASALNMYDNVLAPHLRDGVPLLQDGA
FBA Mtb inh = Mtb fructose-bisphosphate aldolase inhibition; 360,000 compounds, 2.3% hits; AID 588726; P9WQA3; purified M. tuberculosis FBA, fluorescence read-out; inhibition, % at 1 µM; in the data active = inhibition above about 27%;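 note: 0% = vehicle and 100% = reference inhibitor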
Target sequence (P9WQA3 whole entry, looked up): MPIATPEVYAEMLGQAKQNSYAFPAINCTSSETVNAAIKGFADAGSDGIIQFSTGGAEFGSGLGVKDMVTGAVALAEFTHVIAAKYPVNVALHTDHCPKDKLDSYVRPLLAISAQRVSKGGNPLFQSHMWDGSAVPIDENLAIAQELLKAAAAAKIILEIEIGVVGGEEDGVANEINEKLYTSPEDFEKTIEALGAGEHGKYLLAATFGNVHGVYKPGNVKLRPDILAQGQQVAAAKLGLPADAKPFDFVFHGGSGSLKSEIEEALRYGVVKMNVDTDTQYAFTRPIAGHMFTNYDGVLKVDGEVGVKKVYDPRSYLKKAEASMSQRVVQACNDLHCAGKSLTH
BoNT-F LC inh = BoNT F light chain protease inhibition; Multiplex microsphere protease cleavage assay, flow cytometry; AID 588497; 360,000 compounds, 0.22% hits; inhibition, % at 10 µM; in the data active = inhibition above about 35%, passing the limit was not always enough; inconclusive = no clear call, values can overlap the other calls; note: plate controls were buffer without enzyme for full effect and enzyme alone for no effect
Mtb BioA inh = blocks M. tuberculosis BioA enzyme activity; purified M. tuberculosis BioA enzyme, plate reader; inhibition, % at 9.99 µM; 360,000 compounds, 0.096% hits; in the data active = inhibition above about 40%; inconclusive = no clear call, values can overlap the other calls
Active calls of the source: *; ? = inconclusive; . = not tested or not shown. Cut-off read from the data, not from the text of the source, unless noted: active = inhibition above about 30%; inactive = the rest.

1	COc1ccc(-c2csc(NC(=O)CCNC(=O)c3ccco3)n2)cc1OC
2	COc1ccc(S(=O)(=O)N2CCCN(CC(=O)Nc3ccc(NC(C)=O)cc3)CC2)cc1
3	O=C(NCCN1CCCOC1=O)C(=O)NCCN1CCCOC1=O
4	COC(=O)CC1C(=O)NCCN1C(=O)CSc1nnc(Nc2ccc(OC)cc2)s1 (stereo not drawn)
5	CCCc1cc(C(=O)Nc2ccn(Cc3ccc(C)cc3)n2)no1
6	O=C(Nc1ccccc1)Nc1ccccc1NS(=O)(=O)c1cccs1
7	CSc1ccccc1NC(=O)c1ccccc1
8	COc1ccc(-c2nnn(CC(=O)N(CCN3CCOCC3)C(C(=O)NC3CCCC3)c3ccco3)n2)cc1 (stereo not drawn)
entry no.,1,2,3,4,5,6,7,8
MazF activator,0,2,4,10,0,-2,4,2
Rv3671c inh,-1,4,-8,-2,1,-7,-9,6
BoNT-F LC inh,1,2,-8,13,-4,2,-5,3
GDH-TPI counter,-2,-3,-4,11,-5,0,0,0
Mtb UGM inh,0.4,-2.0,-0.3,1.7,1.7,-0.6,0.6,-1.4
CCHF vOTU inh,-1,22,-5,-1,11,3,0,-11
Mtb BioA inh,0.6,-0.4,-0.4,0.4,.,.,.,.
FBA Mtb inh,-2,1,3,-3,-6,6,0,3
FadD28 binding,.,-0.2,-2.1,-4.1,-2.7,-0.6,-2.5,-4.3
DUSP3 inh,.,12,18,-5,23,4,22,20

Complete entries from above.
`COc1ccc(-c2csc(NC(=O)CCNC(=O)c3ccco3)n2)cc1OC` across the screens: MazF activator: 0; Rv3671c inh: -1; BoNT-F LC inh: 1; GDH-TPI counter: -2; Mtb UGM inh: 0.4; CCHF vOTU inh: -1; Mtb BioA inh: 0.6; FBA Mtb inh: -2; FadD28 binding: .; DUSP3 inh: .
`COc1ccc(S(=O)(=O)N2CCCN(CC(=O)Nc3ccc(NC(C)=O)cc3)CC2)cc1` across the screens: MazF activator: 2; Rv3671c inh: 4; BoNT-F LC inh: 2; GDH-TPI counter: -3; Mtb UGM inh: -2.0; CCHF vOTU inh: 22; Mtb BioA inh: -0.4; FBA Mtb inh: 1; FadD28 binding: -0.2; DUSP3 inh: 12

Later entries
9	CC1(C)Cc2c(c(N3CCOCC3)nc3sc4c(NCc5ccco5)nnnc4c23)CS1
10	Cc1c(Cl)c([N+](=O)[O-])nn1CC(=O)N1CCCC1
11	COC(=O)c1ccsc1NC(=O)CCc1ccccc1
12	COc1ccc(OCC(=O)Nc2ccc(S(=O)(=O)Nc3cc(C)on3)cc2)cc1
13	CC1C(=O)N(Cc2cn(Cc3ccco3)nn2)CCS(=O)(=O)N1Cc1ccc(-c2ccc(F)cc2)cc1 (stereo not drawn)
14	CNc1nc(NCC2CCCCC2)c2sccc2n1
15	CCC1SC2=NC(C)=C(C(=O)OC)C(c3ccc(C)cc3)N2C1=O (stereo not drawn)
16	O=C(COC(=O)/C=C/c1ccccc1)Nc1cccc(Oc2ccccc2)c1
entry no.,9,10,11,12,13,14,15,16
MazF activator,-10,5,-4,0,2,.,1,-17
Rv3671c inh,-20,0,4,-1,.,.,-11,-94
BoNT-F LC inh,-1,-6,-3,18,-4,-3,-6,-3
GDH-TPI counter,14,4,8,-2,-6,11,14,2
Mtb UGM inh,-2.5,0.4,-5.0,.,.,.,-2.3,1.6
CCHF vOTU inh,-12,-5,-3,2,-3,16,4,-10
Mtb BioA inh,-1.3,.,0.2,-2.0,-1.5,1.1,-1.5,0.4
FBA Mtb inh,6,1,8,3,0,-2,4,-3
FadD28 binding,-0.2,-1.3,-1.3,0.9,-2.6,-2.3,-2.5,-3.1
DUSP3 inh,7,6,-10,.,.,.,-27,1

17	Cc1cc(C)nc(NC(=O)c2ccc(Cl)cc2)n1
18	O=C(NC(=S)Nc1ccc(S(=O)(=O)Nc2nccs2)cc1)c1ccc(F)c(F)c1
19	COc1ccccc1CNC(=O)C(C)n1nc(C)c2c(C)n(-c3ccccc3)nc2c1=O (stereo not drawn)
20	Cc1ccc(NC(=O)CN(C)C(=O)CSc2nc3ccccc3c(=O)n2CCO)cc1
21	CCCS(=O)(=O)N1CCCC(C(=O)NCc2ccc(C)cc2)C1 (stereo not drawn)
22	Cn1c(=O)[nH]c(=O)c2c1nc(Br)n2C/C=N/NC(=O)c1ccccc1
23	CCOP(=O)(OCC)c1cccc(OP(=O)(c2cccc([N+](=O)[O-])c2)c2cccc([N+](=O)[O-])c2)c1
24	COc1cccc(NC(=O)CSc2nnnn2C(C)C)c1
entry no.,17,18,19,20,21,22,23,24
MazF activator,-8,-7,4,-1,4,0,7,-11
Rv3671c inh,-6,2,-4,.,5,1,9,-4
BoNT-F LC inh,1,-5,-3,-1,-3,.,0,?
GDH-TPI counter,-2,9,-1,3,-11,6,4,-10
Mtb UGM inh,3.7,4.2,0.1,.,0.9,-2.5,-1.5,0.0
CCHF vOTU inh,-1,42*,4,-5,-2,-10,-11,14
Mtb BioA inh,.,.,9.7,.,.,-0.3,-1.6,-3.3
FBA Mtb inh,2,-4,0,1,3,-1,0,-1
FadD28 binding,-1.0,2.0,-1.6,-0.7,-2.1,-1.0,0.3,-3.4
DUSP3 inh,-16,-10,6,.,0,13,0,-5

25	COc1ccc(NC(=O)C2CCN(S(=O)(=O)c3ccc(N4CCCC4=O)cc3)CC2)cc1OC
26	COc1ccccc1C1C2C(=O)N(c3ccccc3)C(=O)C2ON1c1ccccc1 (stereo not drawn)
27	Cc1nc(-c2ccc(Cl)cc2)sc1C1(C)CC(c2ccc([N+](=O)[O-])cc2)=NO1 (stereo not drawn)
28	O=C(Nc1ccnc(-c2cccnc2)n1)c1ccc(Cl)cc1
29	O=C(Nc1nc(-c2cccnc2)cs1)c1ccc([N+](=O)[O-])cc1
30	c1cnn(-c2cncc(-n3cccn3)n2)c1
31	CC1CN(Cc2nnc(-c3ccccc3)o2)CC(C)O1 (stereo not drawn)
32	C[C@@H]1CCCCO[C@H](CN(C)Cc2ccc(C(F)(F)F)cc2)[C@@H](C)CN([C@H](C)CO)C(=O)c2cc(NS(=O)(=O)c3cn(C)cn3)ccc2O1
entry no.,25,26,27,28,29,30,31,32
MazF activator,-8,-9,-4,6,10,5,9,2
Rv3671c inh,-6,8,3,-13,-22,4,-7,.
BoNT-F LC inh,-2,-13,-2,-6,-1,-5,-9,3
GDH-TPI counter,-8,-1,20,-8,22,32*,-4,5
Mtb UGM inh,1.5,-2.5,0.4,-3.5,-1.9,-0.4,-0.5,.
CCHF vOTU inh,18,8,-2,-1,13,-9,-11,6
Mtb BioA inh,0.4,-2.2,-2.6,.,1.3,.,.,-3.2
FBA Mtb inh,0,1,5,0,1,16,0,3
FadD28 binding,2.5,0.4,1.0,-0.7,-1.5,-3.9,-0.7,-3.5
DUSP3 inh,1,3,19,21,24,-1,-6,.

33	CC(C)(C)NCCCCOc1ccc(F)cc1
34	Cn1c(O)c(C=NCCCN2CCCC2=O)c(=O)n(C)c1=O
35	COCCn1c(N)c(C#N)c2nc3ccccc3nc21
36	CN1CCN(CC(O)COCCOc2ccc(Br)cc2)CC1 (stereo not drawn)
37	COc1ccc(OC)c(NC(=O)Cn2cc(C#N)c3ccccc32)c1
38	Cc1noc(C)c1S(=O)(=O)Nc1ccc(C(=O)NC2CCCCC2C)cc1 (stereo not drawn)
39	Cc1cc(C)n(/N=C/c2c[nH]c3ccccc23)c(=O)c1
40	CCOC(=O)C1CCCN(C(=O)c2cccc(S(=O)(=O)N3CC(C)OC(C)C3)c2)C1 (stereo not drawn)
entry no.,33,34,35,36,37,38,39,40
MazF activator,-1,4,-1,0,5,3,-2,1
Rv3671c inh,-2,5,-24,-9,-8,6,-7,13
BoNT-F LC inh,-6,0,0,-7,2,11,-6,-4
GDH-TPI counter,-3,4,9,0,8,-3,-3,13
Mtb UGM inh,-0.1,1.2,-2.1,-1.4,-0.5,-2.2,-0.8,.
CCHF vOTU inh,-15,3,-304,-19,4,7,-3,2
Mtb BioA inh,-2.3,0.4,-0.7,1.4,-9.7,5.6,-0.8,-5.0
FBA Mtb inh,-1,-1,115*,0,0,-10,0,3
FadD28 binding,-3.4,0.9,-3.8,-1.1,-4.1,-2.4,-0.1,-0.8
DUSP3 inh,15,25,15,-2,14,18,27,17

The closing 4 records of the section above open the next one:
37	COc1ccc(OC)c(NC(=O)Cn2cc(C#N)c3ccccc32)c1
38	Cc1noc(C)c1S(=O)(=O)Nc1ccc(C(=O)NC2CCCCC2C)cc1 (stereo not drawn)
39	Cc1cc(C)n(/N=C/c2c[nH]c3ccccc23)c(=O)c1
40	CCOC(=O)C1CCCN(C(=O)c2cccc(S(=O)(=O)N3CC(C)OC(C)C3)c2)C1 (stereo not drawn)
41	NC(=NCc1ccc2c(c1)OCO2)NC(=O)c1ccccc1
42	COc1cc(C2C(C(C)=O)=C(O)C(=O)N2CCc2c[nH]c3ccccc23)ccc1O (stereo not drawn)
43	O=C(Nc1ccccc1F)c1ccc(CSc2ccccc2)o1
44	CNc1ccc(C2(O)C(=O)c3ccccc3C2=O)cc1
45	Cc1ccccc1C(=O)N(Cc1cccs1)C1CCS(=O)(=O)C1 (stereo not drawn)
46	CN(C)S(=O)(=O)c1ccc2c(c1)nc1n2CCC1
47	Cc1ccc(-c2csc(C(O)c3ccccc3)n2)cc1C (stereo not drawn)
48	COCCCNc1ncnc2ccc(C)cc12
entry no.,37,38,39,40,41,42,43,44,45,46,47,48
MazF activator,5,3,-2,1,2,9,-9,0,9,1,.,4
Rv3671c inh,-8,6,-7,13,.,7,-1,-11,10,-12,.,0
BoNT-F LC inh,2,11,-6,-4,45*,1,-2,2,2,-8,0,?
GDH-TPI counter,8,-3,-3,13,-6,22,1,4,-2,14,9,16
Mtb UGM inh,-0.5,-2.2,-0.8,.,.,1.1,-1.0,3.5,-0.8,-2.9,.,-3.2
CCHF vOTU inh,4,7,-3,2,8,23,0,-3,5,-6,4,11
Mtb BioA inh,-9.7,5.6,-0.8,-5.0,.,0.8,.,9.0,-1.7,.,-2.5,0.6
FBA Mtb inh,0,-10,0,3,-3,-2,-4,-3,-7,3,1,-6
FadD28 binding,-4.1,-2.4,-0.1,-0.8,2.9,1.3,-1.3,0.5,-3.2,-0.8,-0.6,-4.0
DUSP3 inh,14,18,27,17,1,25,4,-10,36,23,.,9

49	CC1(C)ON=C(c2cccc(F)c2)NC1=O
50	Nc1nc(Cl)cc(Nc2ccccc2Cl)n1
51	COc1ccc(-c2cc(NC(C)=O)c3ncc(-c4ccc(OC)c(OC)c4)n3c2)cc1OC
52	Cc1ccc(S(=O)(=O)N2CCN(C(=O)N3CCOCC3)C2C)cc1 (stereo not drawn)
53	CCCCN(CC)C(=O)c1ccc(Cl)cc1
54	Cc1csc(=O)n1CCC(=O)NCc1ccc(F)cc1
55	CCC(=O)N1CCc2cc(S(=O)(=O)NC(C(=O)N3CCN(c4ccc(F)cc4)CC3)C(C)C)ccc21 (stereo not drawn)
56	COn1c(SCc2ccc(Cl)cc2)nc2ccccc2c1=O
entry no.,49,50,51,52,53,54,55,56
MazF activator,.,1,.,-3,2,-5,3,-11
Rv3671c inh,.,-21,.,-6,0,7,-1,-5
BoNT-F LC inh,-2,?,-16,-1,-9,-6,-1,-5
GDH-TPI counter,16,-5,12,-6,-2,5,-2,28
Mtb UGM inh,.,-1.8,.,-0.6,2.7,-0.4,-0.3,-1.0
CCHF vOTU inh,-2,17,23,-5,-6,-2,15,-1
Mtb BioA inh,-2.1,-0.3,5.0,1.3,-1.4,-0.4,0.0,-3.7
FBA Mtb inh,3,1,8,-2,7,0,0,0
FadD28 binding,-0.5,-3.2,1.4,1.7,0.7,1.4,-1.6,-1.4
DUSP3 inh,.,0,.,24,32,.,15,13
